Efflux pump inh – blocks antifungal efflux pumps in multiplex yeast assay. actives 0.44% (n = 330,000). S. cerevisiae Candida pump triplex, Nile Red efflux. inhibition, % at 10 µM. AID 485275;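 active means plate passing quality check with inhibition over a set limit, or well fluorescence over plate mean plus 4 SD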;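 further: Nile Red retained in pooled yeast measured as flow cytometry median fluorescence; 0% = buffer negative control and 100% = Enniatin B positive control; higher means more Nile Red kept so more efflux inhibition; some compounds called inactive have numbers as strong as hits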
GASC-1 inh – human JMJD2C demethylase inhibition; Q9H3R0; GST-JMJD2C(1-420) H3K9me3 demethylation, DELFIA europium; inhibition, % at 2.35 µM; actives 0.069% (n = 330,000);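 active means more than half of a compound's replicate wells show inhibition beyond 50%, single wells judged on their own value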;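 further: signal counts dimethyl H3K9 product captured on neutravidin plate; 0% = median of DMSO wells and 100% = 0.3 times that DMSO median; strong numbers were not always called active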
Target sequence (Q9H3R0 1-420 limits assumed): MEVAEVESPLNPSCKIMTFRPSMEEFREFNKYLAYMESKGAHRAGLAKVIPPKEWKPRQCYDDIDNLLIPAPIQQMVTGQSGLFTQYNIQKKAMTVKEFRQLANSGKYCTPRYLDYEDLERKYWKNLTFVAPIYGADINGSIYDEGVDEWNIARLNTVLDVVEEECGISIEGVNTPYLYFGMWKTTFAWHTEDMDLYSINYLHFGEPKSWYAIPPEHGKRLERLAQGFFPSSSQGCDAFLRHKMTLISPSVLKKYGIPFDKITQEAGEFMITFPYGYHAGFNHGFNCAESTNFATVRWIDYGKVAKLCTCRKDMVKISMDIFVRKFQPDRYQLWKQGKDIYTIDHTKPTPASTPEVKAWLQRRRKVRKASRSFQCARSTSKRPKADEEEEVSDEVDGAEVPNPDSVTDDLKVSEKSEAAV
TPT1 inhibitor – inhibitors of Candida albicans tRNA 2'-phosphotransferase TPT1; inhibition, % at 5 µM; AID 1962; recombinant caTPT1, FP RNA substrate dephosphorylation; actives 0.81% (n = 300,000);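 active means inhibition above the mean of all tested compounds plus 3 SD, set per screening campaign, cut at about 24% in these data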;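 further: plate controls were DMSO alone for no effect and ferristatin control at 100 nM for full effect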
CTSL1 counter – cathepsin L1 inhibition, PFM18AAP counter-screen; inhibition, % at 5.96 µM; actives 0.49% (n = 300,000); AID 1906; recombinant F. hepatica cathepsin L1, Z-Leu-Arg-MCA fluorescence;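 active means inhibition above the mean of all tested compounds plus 3 SD, set per screening campaign, cut at about 17% in these data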;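 further: 0% = plate median of test compound wells and 100% = 1 µM Z-Phe-Ala-diazomethylketone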
proCasp7 act – activates human procaspase-7, counter-screen for procaspase-3 activators. P55210. recombinant procaspase-7, Ac-DEVD-pNA absorbance 405 nm; D23A/D198A/D206A triple mutant, cannot self-cleave; scale: DMSO 0, 5 µM enzyme 100. activation, % at 8.5 µM. actives 0.093% (n = 330,000). AID 463210;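 active means percent activation above the screen-wide mean plus 3 SD, cut at about 25% in these data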
Target sequence (P55210 whole entry D23A/D198A/D206A): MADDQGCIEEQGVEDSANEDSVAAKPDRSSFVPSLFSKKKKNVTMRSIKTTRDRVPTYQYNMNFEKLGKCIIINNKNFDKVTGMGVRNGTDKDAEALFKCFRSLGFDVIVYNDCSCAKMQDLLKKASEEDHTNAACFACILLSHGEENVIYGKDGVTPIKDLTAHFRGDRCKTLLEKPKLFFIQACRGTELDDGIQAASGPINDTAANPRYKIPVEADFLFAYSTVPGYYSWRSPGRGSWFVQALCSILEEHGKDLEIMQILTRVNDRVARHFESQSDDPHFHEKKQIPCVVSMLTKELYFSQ
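Detection: p-Nitroaniline absorbance at 405 nm, read at 0 and 120 min; system: Uncleavable procaspase-7 mutant enzyme; evaluation: % activation from two-timepoint absorbance difference, scaled to controls; times: 1 h enzyme–compound preincubation and 2 h substrate reaction, both 25 °C; buffer or medium: Zinc-free HEPES pH 7.4 with 300 mM NaCl, 0.01% Triton X-100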
PP5 primary – blocks human protein phosphatase 5 activity; purified PP5c, OMFP substrate fluorescence; actives 0.18% (n = 320,000); AID 1987; P53041; inhibition, % at 6.7 µM;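 active means inhibition above the campaign's mean inhibition across all tested compounds plus 3 SD, cut at about 9.5% in these data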;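 further: 0% = DMSO only and 100% = 100 µM cantharidin control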
procasp3 activ – activates human procaspase-3; recombinant procaspase-3 D3A, Ac-DEVD-pNA absorbance 405 nm; activation, % at 8.5 µM; actives 0.11% (n = 330,000); AID 463141;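 active means activation above the mean of all tested compounds plus 3 SD, cut at about 21% in these data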;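 further: 0% = DMSO alone and 100% = DMSO wells spiked with extra 5 µM PC-3 D3A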
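Compound: 8.5 µM single point, 0.8% DMSO / Material: Autoprocessing-dead procaspase-3 D3A mutant enzyme / Timing: 1 h preincubation plus 2 h reaction at 25 °C / Medium: Zinc-free HEPES/NaCl buffer with 0.01% Triton X-100 at pH 7.4 / Technique: 405 nm absorbance of p-nitroaniline, reads at 0 and 120 min / Repeats: one well per compound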
core dimer inh – blocks dimerization of HCV core protein; TR-FRET GST/Flag-core106 dimerization, 1536-well; inhibition, % at 5 µM; actives 0.33% (n = 300,000); AID 1899;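 active means inhibition above the mean of all tested compounds plus 3 SD, set per screening campaign, cut at about 45% in these data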
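Test system: GST/Flag-tagged HCV core106 proteins; Medium: KF-containing HEPES buffer, pH 7.45, DTT, CHAPS, BSA; Times: compound-protein-antibody incubation 4 h at 22.5 °C; Detection: TR-FRET 671 and 617 nm emission; Benchmarks: wells lacking GST-core106 and wells with excess unlabelled core106.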
PP1 counter – counter-screen for PP5 inhibitors: inhibitors of human PP1-alpha; inhibition, % at 6.7 µM; actives 0.9% (n = 320,000); purified PP1alpha, OMFP fluorescence;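 active means inhibition above the mean inhibition of all tested compounds plus 3 SD, computed separately for each screening campaign, cut at about 15% in these data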
Target sequence (P62136 whole entry, looked up): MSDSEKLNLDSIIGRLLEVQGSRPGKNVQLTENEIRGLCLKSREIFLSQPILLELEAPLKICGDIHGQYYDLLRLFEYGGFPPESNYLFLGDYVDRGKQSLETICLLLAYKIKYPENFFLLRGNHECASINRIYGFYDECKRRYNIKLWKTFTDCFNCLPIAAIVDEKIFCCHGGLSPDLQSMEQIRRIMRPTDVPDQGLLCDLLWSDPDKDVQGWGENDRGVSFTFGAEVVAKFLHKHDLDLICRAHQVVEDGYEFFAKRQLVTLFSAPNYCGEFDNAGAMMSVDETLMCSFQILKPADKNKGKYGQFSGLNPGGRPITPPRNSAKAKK
* hit, by the source's call; . = not tested or not shown.

SMILES	Efflux pump inh	GASC-1 inh	TPT1 inhibitor	CTSL1 counter	proCasp7 act	PP5 primary	procasp3 activ	core dimer inh	PP1 counter
c1ccc2c(-c3csc(-c4ccncc4)n3)c[nH]c2c1	0.1	1.6	1.9	3.0	1.9	2.1	1.5	-2.8	0.0
CO[C@@]1(NC(=O)C2SC(=C(C(N)=O)C(=O)O)S2)C(=O)N2C(C(=O)O)=C(CSc3nnnn3C)CS[C@@H]21 (stereo partly specified)	0.0	.	-0.1	9.0	-31.2	1.0	-16.2	2.5	1.3
CCOC(=O)C1=C(CC)Nc2ccccc2N=C1NC(=O)CCN1C(=O)C2CCCCC2C1=O (stereo unspecified)	-0.1	5.0	-0.1	3.3	-0.5	-0.7	-2.8	1.4	-3.4
Nc1ccc(S(=O)(=O)c2ccc(N)c(N)c2)cc1	-0.2	23.3	-9.8	-7.4	3.0	-0.6	-15.0	-5.7	-1.2
CC1CCCCN1S(=O)(=O)c1ccc(C(=O)Nc2ccccc2-c2nc3ccccc3s2)cc1 (stereo unspecified)	0.5	0.2	-2.7	-0.8	-4.1	0.3	-0.3	8.2	-0.9
COc1cccc(CNC(=O)CCS(=O)(=O)c2cc3c(cc2C)NC(=O)CO3)c1	-0.1	-11.7	0.3	-7.5	-3.6	1.8	1.6	-3.8	1.9
O=C(CCCC(=O)N/N=C/c1ccccc1C(=O)O)N/N=C/c1ccccc1C(=O)O	0.0	-2.9	4.4	-3.4	4.0	0.0	1.0	-0.6	0.3
Cc1onc(-c2c(F)cccc2Cl)c1C(=O)NC(C)c1ccccc1 (stereo unspecified)	0.1	-16.0	1.2	3.5	4.1	-3.0	2.0	-5.7	-3.3
Cc1cc(Br)ccc1NCc1ccccn1	0.1	16.8	-2.2	-1.0	-2.0	2.5	-4.7	5.9	4.0
CN(C)S(=O)(=O)N1CCN(c2cc(Cl)ccc2Cl)CC1	0.1	-5.4	-3.0	-1.7	9.1	4.4	3.9	-2.5	-1.4

Next section; the last four above are carried over.
SMILES	Efflux pump inh	GASC-1 inh	TPT1 inhibitor	CTSL1 counter	proCasp7 act	PP5 primary	procasp3 activ	core dimer inh	PP1 counter
O=C(CCCC(=O)N/N=C/c1ccccc1C(=O)O)N/N=C/c1ccccc1C(=O)O	0.0	-2.9	4.4	-3.4	4.0	0.0	1.0	-0.6	0.3
Cc1onc(-c2c(F)cccc2Cl)c1C(=O)NC(C)c1ccccc1 (stereo unspecified)	0.1	-16.0	1.2	3.5	4.1	-3.0	2.0	-5.7	-3.3
Cc1cc(Br)ccc1NCc1ccccn1	0.1	16.8	-2.2	-1.0	-2.0	2.5	-4.7	5.9	4.0
CN(C)S(=O)(=O)N1CCN(c2cc(Cl)ccc2Cl)CC1	0.1	-5.4	-3.0	-1.7	9.1	4.4	3.9	-2.5	-1.4
COc1ccc(C(=O)Nc2ccc3[nH]ncc3c2)cc1	0.0	6.7	1.7	2.5	-0.7	0.6	-4.3	10.0	-0.1
CCCCN1CC(=O)N2[C@H]3c4ccccc4OC[C@@H]3[C@H](C(=O)OCC)[C@]2(C)C1=O	-0.2	-0.3	.	.	-7.5	.	4.0	.	.
O=C(NCCCNC(=O)c1cnccn1)c1cccc(F)c1	0.1	-6.9	-0.7	0.5	-5.5	3.1	0.3	1.5	-5.7
c1ccc(-c2ccc(C3=Nn4c(nnc4-c4cc(-c5ccccc5)n[nH]4)SC3)cc2)cc1	0.2	2.0	0.6	-2.4	6.5	2.8	2.3	18.6	30.0*
CCc1cc(-c2nnc(SCC(=O)NC3CC3)n2C)cs1	-3.2	3.2	-6.6	-2.7	-6.0	2.1	1.2	-4.9	1.5
N#Cc1ccccc1CSc1nc(N2CCCCC2)nc(N2CCCCC2)n1	0.0	2.9	-3.7	7.7	7.8	-1.9	-3.2	4.0	-4.2
CCOC(=O)N1CCN(c2cc(N3CCN(CC)CC3)c(F)cc2[N+](=O)[O-])CC1C (stereo unspecified)	0.2	4.3	1.8	2.1	4.7	2.0	3.0	-0.6	-2.7
CCCC1CC(C(=O)Nc2ccccc2)C(=O)O1 (stereo unspecified)	-0.1	5.8	-1.1	2.0	5.0	2.1	-2.9	-5.8	-2.2
Cn1c(=O)c2c(-c3ccccc3)n(Cc3ccccn3)cc2n(C)c1=O	0.2	-7.8	-2.7	1.0	-0.6	2.1	5.4	-0.8	0.9
Nc1cc(N)cc(C(=O)Nc2ccc3c(c2)C(=O)NC3=O)c1	-0.4	6.3	-1.5	2.7	-23.0	2.3	-3.1	-4.3	1.9
Cc1noc(C)c1COc1cccc(C(=O)N2CCc3ccccc32)c1	-0.1	6.8	-0.3	-1.1	1.4	0.5	-5.2	5.9	2.2
O=c1c(C(c2ccc(F)cc2)c2c(O)nc3n(c2=O)CCS3)c(O)nc2n1CCS2	0.0	-32.0	2.0	-2.0	10.5	1.1	0.5	-5.0	3.3
Cc1ccc(NC(=O)C(C)OC(=O)Cc2c[nH]c3ccccc23)cc1S(=O)(=O)N1CCOCC1 (stereo unspecified)	-0.2	-0.8	-2.2	-7.3	4.1	-0.8	3.1	6.0	8.6
CCC(C)(C)NC(=O)C(c1ccccc1F)N(C(=O)c1ccn[nH]1)c1ccccc1 (stereo unspecified)	0.4*	-7.4	-3.3	2.0	-0.6	-0.6	3.8	-0.1	5.7
COc1cccc(CN2CCc3[nH]c(=S)[nH]c(=O)c3C2)c1	-0.7	1.8	-2.8	10.6	-13.1	1.3	-4.5	-3.9	-0.6
Cn1cc([N+](=O)[O-])c(C(=O)NC2CCCCCCC2)n1	-0.1	16.0	0.1	2.3	8.1	2.3	-4.5	-5.3	0.5
Cc1cc(NC(=O)C2CCCCC2)ncc1NC(=O)c1ccccn1	-0.1	-4.1	0.9	5.4	-8.7	-1.9	0.4	3.6	-1.0
O=C(NCc1cccnc1)C1CCCN1S(=O)(=O)c1ccc(Cl)cc1 (stereo unspecified)	-0.1	-10.6	0.1	-1.2	-8.1	-1.5	-4.0	-0.2	3.1
CC(C)c1cc(C(=O)N/N=C/c2ccoc2)cs1	0.1	-6.4	3.4	3.7	-9.6	-0.5	2.3	24.3	-1.6
CCC(=O)Nc1c(-c2ccc(C)cc2)nc2ccc(C)cn12	-0.1	6.7	3.3	5.4	10.0	0.6	-34.9	-1.3	-4.3
CC(c1ccc2c(c1)OCO2)n1c(=S)[nH]c2ccccc2c1=O (stereo unspecified)	0.0	5.1	.	.	-3.1	2.2	2.8	.	-2.7
Cc1cccc(C)c1OCc1cc(C(=O)N(C)Cc2nc3ccccc3[nH]2)no1	-0.1	5.3	1.7	7.3	10.1	-1.5	0.1	2.5	0.5
O=C(COc1ccc([N+](=O)[O-])cc1)N/N=C/c1cc([N+](=O)[O-])ccc1N1CCOCC1	-0.3	1.0	0.1	1.6	15.8	4.5	-7.7	-7.1	1.1
COc1ccccc1CNC(=O)CN1C(=O)C(C)N(c2ccc(C)cc2)C1=O (stereo unspecified)	0.1	.	0.9	-1.5	13.7	1.2	-0.4	-3.3	-2.9
CON/C=C(\C=Nc1ccccc1)c1ncc(C(F)(F)F)cc1Cl	-0.1	-6.3	3.7	0.7	12.2	-1.1	-2.6	1.5	1.7
CCN1C(=O)[C@H]2[C@@H](c3ccc(OC)cc3)N3C(=O)CN(CCOC)C(=O)[C@@]3(C)[C@H]2C1=O	0.0	11.5	0.6	-0.2	-6.0	0.3	-1.2	10.9	-2.5
O=C1C(=O)N(Cc2cccnc2)C(c2ccccn2)/C1=C(/O)c1ccccc1 (stereo unspecified)	-0.1	-3.9	-0.3	0.8	-13.2	3.5	-0.8	0.6	-1.4
C=CCN(c1ccccc1)S(=O)(=O)c1cccc(C(=O)Oc2ccc3c(C)cc(=O)oc3c2)c1	0.1	-4.6	-3.1	2.6	21.2	2.0	21.3*	-0.1	8.3
CC(C)(C)n1nnnc1C(c1cccc(C#N)c1)N1CCCc2ccccc21 (stereo unspecified)	0.2	-3.0	1.4	0.8	7.0	3.7	5.1	1.1	2.3
O=C(NCc1ccccc1)N1CCN(CCO)CC1	0.0	2.4	2.2	0.4	-3.0	1.0	0.7	7.8	0.2
Cc1nn(Cc2ccccc2Cl)c(C)c1NC(=O)CCCn1nc([N+](=O)[O-])c(Cl)c1C	-0.4	-5.8	-1.8	-2.2	4.2	3.0	-2.9	-1.7	0.2
CC1(NC(=O)CN2CCN(c3cnn(-c4ccccc4)c(=O)c3Cl)CC2)CCS(=O)(=O)C1 (stereo unspecified)	-0.1	1.1	.	.	-6.6	3.5	6.3	.	0.6
CS(=O)(=O)N1CCN(C(=O)CCc2ccccc2)CC1	-0.1	6.6	-1.4	-0.7	8.7	0.2	3.5	-8.8	0.3
O=C(NCCc1c[nH]c2ccccc12)C(=O)NCC1CCCO1 (stereo unspecified)	-0.2	-1.6	-1.5	1.5	-7.4	0.2	1.8	11.0	0.0
CSc1nc(N)nc(SCC(=O)Nc2ccc(Cl)cc2)c1C#N	0.0	2.7	-2.0	1.1	2.8	6.8	8.6	-2.7	-1.7
CC1=C([N+](=O)[O-])C(c2ccccc2)NC(=O)N1 (stereo unspecified)	0.1	3.3	3.7	5.6	-9.1	1.6	0.6	5.5	3.2
Cc1cccc(Cn2c(C)nc3c(N)c(C)c(C)cc32)c1	0.3	-3.6	-2.4	-0.3	7.2	2.0	0.4	-4.1	-2.6
Nc1[nH]nc2ncc3cc4ccccc4nc3c12	-0.1	9.6	-2.6	-3.4	8.5	-1.4	3.6	3.3	-2.9
CCc1cc(C(=O)O)c(NC(=O)C(c2ccccc2)c2ccccc2)s1	0.1	9.1	1.9	-3.7	-2.3	4.6	0.2	4.0	-1.8
CCc1ccc(NC(=O)C(C)n2nc(C)c([N+](=O)[O-])c2C)cc1 (stereo unspecified)	0.1	-9.5	3.2	-5.3	-0.9	0.6	5.9	-2.3	-0.7
CCOc1ccc(C2c3c(oc4ccccc4c3=O)C(=O)N2CCCN2CCOCC2)cc1OCC (stereo unspecified)	0.3	1.7	-1.1	1.2	-18.9	1.1	-8.3	12.2	-1.6
COc1ccc(C(=O)c2cnc3ccccc3c2-c2ccccc2)cc1	0.0	-15.2	-4.8	-2.4	12.8	3.3	5.8	10.5	-0.1
CCCCn1c(SCC(=O)c2ccccc2)nc2ccsc2c1=O	1.9	5.1	-1.4	0.0	7.7	0.5	-2.7	6.8	5.4
COc1ccc(/C=N/NC(=O)CCn2nc(C)cc2C)cc1O	-0.1	-5.1	-0.5	-0.9	-0.8	0.8	-0.4	-3.0	0.9
